Compound activity as filed in PubChem.
Exocytosis inh: lytic granule exocytosis inhibition | TALL-104 LAMP-1 surface exposure, flow cytometry; cells stimulated with thapsigargin and PMA | inhibition, % at 10 µM | 360,000 compounds, 0.66% hits | AID 651702;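 active = inhibition above about 55%, limit read from the data; inconclusive = no clear call, values can overlap the other calls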
PDI inh: inhibitors of human protein disulfide isomerase; AID 588391; PDI insulin aggregation turbidity, A650, 90 min; inhibition, % at 10 µM; 350,000 compounds, 0.052% hits;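 active = mean inhibition across replicates of 30% or more, whatever share of single replicates reach that level; inconclusive = mean inhibition below 30% while every single replicate reaches 30%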;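 also: absorbance from insulin aggregation driven by PDI reduction with DTT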
m5-HT2A agonist: mouse HTR2A agonism via beta-arrestin recruitment; 360,000 compounds, 0.66% hits; activation, % at 7.6 µM; P35363; CHO-K1 mHTR2A beta-arrestin complementation, luminescence; percent of 30 µM serotonin response;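 active = activation above a run cutoff, the mean activation of all tested compounds plus 3 SD, cut at about 14% in these data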;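 also: 0% = plate median of compound wells and 100% = 30 µM serotonin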
Cardio protect: myocardial damage modulation in H9c2 cells; protection from H2O2 cell death, % at 20 µM; 360,000 compounds, 0.63% hits; H9c2 cardiomyocytes, H2O2 injury protection, ATPLite, 2 h;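 active = compounds giving at least 50% protection of heart cells from peroxide-induced death in the single-dose screen, raw or plate-pattern-corrected value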;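 also: 0% = DMSO wells with peroxide and 100% = DMSO wells without peroxide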
MC4R antag cAMP: blocks human MC4R cAMP signaling; MC4R-expressing cells, MTII-stimulated cAMP, LANCE TR-FRET; 360,000 compounds, 0.48% hits; AID 540295; inhibition, % at 6.5 µM; P32245;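 active = inhibition above its plate's cutoff, the mean of tested wells on that plate plus 3 SD, cut at about 29% in these data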;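 also: 0% = Melanotan II alone and 100% = Melanotan II plus saturating MCL0020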
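material = U2OS cells stably expressing human melanocortin 4 receptor (MC4R) | also added = Melanotan II challenge | dosing = single nominal compound dose of 6.5 µM | detection = TR-FRET with Eu-cAMP and labeled anti-cAMP, 671 nm | replication = singlicate | timing = compound 30 min, challenge 1 h, detection 1 h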
MC4R barr agon: human MC4R agonism via beta-arrestin. P32245. U2OS MC4R beta-arrestin complementation, luminescence; percent of melanotan II response, DMSO zero. activation, % at 8.9 µM. 360,000 compounds, 0.98% hits. AID 540308;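 active = activation above a per-plate cutoff, the mean activation of sample wells on that plate plus 3 SD, cut at about 8% in these data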
CaV13 ICDI inh: Primary screen for inhibitors of IQ motif and Ca2+-dependent inactivation inhibitor domain binding in CACNA1D, Förster resonance energy transfer in living cells, …. HEK cells, CFP/YFP FRET ICDI-IQ, plate reader, 10 min; percent FRET-ratio fall versus neutral wells. inhibition, % at 12.3 µM. 340,000 compounds, 0.098% hits. AID 743397;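 active = mean replicate inhibition of at least 30% and at least 1% of replicates passing that level; inconclusive = only one of the two criteria is met; inactive = neither criterion is met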;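 also: 0% = median of the neutral control wells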
N-glyco inh: N-linked glycosylation inhibition; 360,000 compounds, 0.23% hits; reporter increase, % at 12.5 µM; D54 ERlucT glycosylation luciferase reporter, 24 h; percent of 100 nM tunicamycin response;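 active = mean luciferase reporter signal, scaled so untreated is 0 and the glycosylation-blocking control 100, at or above a set limit in every replicate; inconclusive = mean reaches the limit but not every replicate does; inactive = mean below the limit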;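 also: luciferase carries N-glycosylation sites so blocking glycosylation raises the light; 0% = median of neutral control wells and 100% = median of 100 nM tunicamycin wells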
ABCB6 inh 2: inhibitors of human ABC transporter ABCB6. Q9NP58. K562-ABCB6 porphyrin accumulation, flow cytometry, 1 h; active compounds read low. fluorescence ratio to DMSO, % at 10 µM. 360,000 compounds, 0.19% hits. AID 602162;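 active = fluorescence ratio to DMSO below 75%, the collection mean minus 3 SD; inconclusive = too few cells collected in the well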;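 also: signal is porphyrin accumulated inside mitochondria; 100% equals median channel fluorescence of DMSO control wells; lower ratio means ABCB6 inhibition with less porphyrin fluorescence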
Target sequence (Q9NP58 whole entry, looked up): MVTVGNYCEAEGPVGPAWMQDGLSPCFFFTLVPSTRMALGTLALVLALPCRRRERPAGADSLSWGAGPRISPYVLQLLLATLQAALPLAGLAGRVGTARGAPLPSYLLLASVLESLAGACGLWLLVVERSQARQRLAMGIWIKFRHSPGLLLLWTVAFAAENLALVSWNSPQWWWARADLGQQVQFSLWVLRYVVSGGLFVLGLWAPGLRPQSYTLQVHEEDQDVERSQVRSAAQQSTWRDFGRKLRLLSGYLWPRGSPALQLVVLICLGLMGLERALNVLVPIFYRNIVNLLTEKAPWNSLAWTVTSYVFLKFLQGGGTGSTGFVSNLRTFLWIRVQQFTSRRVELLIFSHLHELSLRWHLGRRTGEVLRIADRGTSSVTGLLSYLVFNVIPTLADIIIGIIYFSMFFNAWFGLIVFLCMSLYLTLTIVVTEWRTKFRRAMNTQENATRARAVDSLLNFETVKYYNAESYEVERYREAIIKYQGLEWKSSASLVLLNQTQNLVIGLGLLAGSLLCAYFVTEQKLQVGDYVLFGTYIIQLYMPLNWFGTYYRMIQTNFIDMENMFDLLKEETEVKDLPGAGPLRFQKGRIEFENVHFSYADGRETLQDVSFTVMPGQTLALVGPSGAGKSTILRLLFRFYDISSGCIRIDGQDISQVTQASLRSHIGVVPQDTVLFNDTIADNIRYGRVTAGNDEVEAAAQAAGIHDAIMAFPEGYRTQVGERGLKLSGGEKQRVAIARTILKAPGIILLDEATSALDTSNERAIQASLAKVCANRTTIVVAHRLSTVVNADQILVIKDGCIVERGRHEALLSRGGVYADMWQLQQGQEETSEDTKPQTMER
ABHD5 PLIN5 PPI: blocks binding of human ABHD5 to perilipin-5; inhibition, % at 4 µM; 360,000 compounds, 0.78% hits; Split G. princeps luciferase complementation, luminescence, 4 h; Q00G26+Q8WTS1; AID 602281;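 active = inhibition above the mean inhibition across every tested compound plus 3 SD, cut at about 22% in these data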;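 also: 0% = DMSO only wells and the 100% control is not disclosed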
* hit, by the source's call; ? = inconclusive; . = not tested or not shown.

SMILES,Exocytosis inh,m5-HT2A agonist,ABHD5 PLIN5 PPI,ABCB6 inh 2,MC4R barr agon,N-glyco inh,PDI inh,Cardio protect,MC4R antag cAMP,CaV13 ICDI inh
CC(=O)N1c2ccc(S(=O)(=O)NCc3ccco3)cc2CC1C (configuration not stated),-2,-2,-6,102,-2.0,3,-3,-1,12,-2
CC(=O)O[C@H]1[C@@H](O)[C@H](O)[C@H](Oc2c(O)c(C)c3c4c2[C@@H](C)CC[C@@H]4[C@@H](C)C[C@H]3C=C(C)C)O[C@H]1C,22,4,-28,95,0.6,-4,-4,-13,11,-5
Cc1nc(C)c(C(=O)NCc2ccc(Cl)cc2)o1,0,1,0,99,0.6,-1,-1,-5,4,-7
CCOC(=O)CCCCCC(=O)Nc1ccc2c(c1)C(=O)N([C@H](C)CO)C[C@@H](C)[C@H](CN(C)S(=O)(=O)c1cn(C)cn1)O2,1,8,10,103,-0.9,2,-3,-6,2,-3
O=C(Nc1ccc(N2CCN(c3ncccc3C(F)(F)F)CC2)nc1)c1cccs1,75*,2,2,91,9.6*,-5,1,4,3,8
CCc1ccc(C2CC(c3ccco3)=NN2S(C)(=O)=O)cc1 (configuration not stated),2,2,9,120,-0.9,-9,4,-13,1,.
CN(CC(=O)Nc1ccc(F)cc1)CC(=O)N1CCCCC1,-1,-11,-17,97,-0.4,0,-2,2,-1,-4
COc1ccccc1CNC(=O)c1ccc2nc(N3CCOCC3)sc2c1,9,-3,-1,98,-1.6,0,8,-3,-1,-7
O=C(Nc1ccccc1)Nc1nccs1,-2,0,-8,94,0.3,1,-8,4,3,-4
CN1/C(=C\C(=O)c2cccs2)Sc2ccccc21,-2,1,-2,100,-1.0,-4,-5,-28,4,10
COc1ccc(C(=O)N/C(=C/c2ccccc2F)C(=O)NCCN2CCOCC2)cc1OC,-2,-4,-6,98,-1.6,-1,7,-4,9,-2
CN(C)S(=O)(=O)N1CCN(C(=O)N2CCOCC2)CC1,-1,-1,-10,99,0.2,4,-2,3,13,-7
CC(=O)Nc1ccc(S(=O)(=O)N2CCN(S(=O)(=O)N3CCCCC3)CC2)cc1,-4,2,-6,104,0.1,-2,-3,-8,14,2
Cc1ccc(C=NCc2ccncc2)c(O)c1,0,0,1,101,0.4,-2,3,1,20,-4
CC1CCCC(NC(=O)COC(=O)c2ccccc2NC(=O)c2ccco2)C1C (configuration not stated),-3,5,1,99,0.0,4,21,1,1,-5
Cc1cc2c(Nc3cccc(O)c3)ncnc2s1,-23,1,-3,101,-2.4,-5,11,0,-5,-20
Nc1cc(=O)nc2cn[nH]n12,-7,-2,-3,105,2.1,-1,15,-10,3,-17
COc1cc(CNc2ccccc2Oc2cc(=O)n(C)c(=O)n2C)cc(OC)c1OC,0,-2,4,98,-2.3,6,2,9,-13,-4
CSc1ccccc1C(=O)C1CCCN(C(=O)c2cncs2)C1 (configuration not stated),0,0,-1,100,-4.7,0,-10,-5,1,-5
CCOC(=O)c1nnn(CC(=O)Nc2cccc(OC)c2)c1C(=O)OCC,-1,0,3,93,-0.7,0,5,8,12,-3
CCOc1cc(CNCc2ccccc2)ccc1OCC(=O)NC1CCCCC1,5,-11,-3,97,-1.9,-6,3,-6,3,-11
O=C(Nc1nnc(S(=O)(=O)N2CCCCCC2)s1)c1ccc(Cl)cc1,2,1,7,97,-0.2,-1,15,-13,2,-5
Cc1cc(/C=C2\SC(=Nc3ccc(F)cc3)NC2=O)c(C)n1-c1ccc(S(N)(=O)=O)cc1,4,0,18,98,-2.6,2,-9,-8,-15,-2
CC(=O)N1c2ccc(S(=O)(=O)N3CCC(C(=O)Nc4ccc(C)cn4)CC3)cc2CC1C (configuration not stated),0,8,4,99,-0.9,3,-1,-1,2,-2
CC1CCC(NC(=O)c2ccc(NS(=O)(=O)c3ccc4[nH]c(=O)[nH]c4c3)cc2)CC1 (configuration not stated),7,3,-6,102,-3.5,0,11,-1,0,-8
CC1Cc2nc(SCC(=O)N3CCOCC3)n(-c3ccccc3)c(=O)c2S1 (configuration not stated),10,1,8,102,0.5,2,.,-4,8,-6
CC(=O)Cc1nsc(NC(=O)c2ccccc2Cl)n1,2,7,2,100,-1.6,2,7,2,-1,-2
CN(C(=O)c1cccn(Cc2ccccc2)c1=O)c1ccccc1,-5,5,-1,98,-0.6,-1,-5,2,21,-6
COCCCNC(=S)Nc1ccc2nc(N3CCOCC3)cc(C)c2c1,0,-2,4,105,0.6,1,-2,4,-4,-22
CNC(=O)Nc1ccccc1NC(=O)NC,0,5,-2,99,0.1,2,3,7,4,-3
Cc1ccc(-c2nnc(CN3CCN(C)CC3)o2)cc1,-14,3,8,98,0.4,0,4,3,31*,-3
Cc1[nH]nc(C(F)(F)F)c1CCC(=O)NC1CCCCCC1,-4,-7,-1,95,-0.6,2,-14,-4,3,-3
O=C(CN1CCCC1c1cccs1)Nc1cc(S(=O)(=O)N2CCCC2)ccc1Cl (configuration not stated),0,-1,-15,97,-0.2,-5,-1,-10,-3,-6
Cc1c(C(=O)Nc2cccnc2)oc2ccc(Br)cc12,2,-6,3,101,1.4,13,-8,-6,-4,2
CC(C)C(C)(C#N)NC(=O)COC(=O)C1CCN(S(=O)(=O)c2ccc3c(c2)OCCO3)CC1 (configuration not stated),-3,-3,4,96,-2.1,1,-7,11,3,-6
O=C(Nc1nnc(C(F)(F)F)s1)C1COc2ccccc2O1 (configuration not stated),1,3,3,90,1.5,1,1,-12,4,.
CC1Sc2ccccc2N(Cc2ccccc2)C1=O (configuration not stated),2,6,-5,94,0.7,-3,1,0,15,-5
CCOc1ccc(C(=O)COC(=O)c2nn(CC)c(=O)c3ccccc23)cc1,1,-7,8,96,0.0,1,-7,0,7,-5
O=C(c1cnn(C(=O)c2ccco2)c1)c1cc(F)ccc1O,0,1,-5,99,-2.1,-1,-10,-2,-6,-6
O=C(CNC(=O)c1ccccc1)OCc1nnc(-c2ccccc2)o1,-5,2,-2,98,-3.4,1,-4,3,6,-5
CCOCCOc1nc(C)cc(C)c1S(=O)(=O)c1ccccc1C,1,3,2,95,-2.4,1,13,-4,0,-3
Cc1ccc(S(=O)(=O)N2CCN(c3ccnc4cc(Cl)ccc34)CC2)cc1,-10,-2,3,92,-1.4,-6,12,-27,3,-14
O=C(CSc1nnc2c(Cl)cc(Cl)cn12)NC1CCS(=O)(=O)C1 (configuration not stated),1,14,2,106,-1.9,2,-2,-9,4,-5
Cc1c(NC(=O)c2cccc(NC(=O)Cc3ccc(F)cc3)c2)c(=O)n(-c2ccccc2)n1C,2,-1,-2,102,-2.1,0,11,-2,-1,-3
COc1ccccc1CNC(=O)C1CCN(S(=O)(=O)c2cccc3cccnc23)CC1,-5,-5,-2,88,-1.5,-2,-2,2,-2,10
O=C(NCc1ccccc1)C1=C[C@@H](c2ccc(C(F)(F)F)cc2)C[C@@H](OCc2ccc(CO)cc2)O1,19,-1,2,98,-1.5,3,-2,-5,1,-10
O=C(O)COc1ccccc1/C=N/NC(=O)c1cc(-c2ccccc2)nc2ccccc12,-3,-5,4,98,-2.3,0,-5,-5,9,-5
CCN(CC)C(=O)Cn1cc(C(=O)C(=O)N2CCN(c3ccc(OC)cc3)CC2)c2ccccc21,-6,0,-11,99,-1.4,-1,0,6,6,-3
Cc1cccc(NC(=O)CCC2CCN(Cc3nccs3)CC2)c1,-2,-6,-4,107,-1.2,1,3,1,4,-15
CCOC(=O)c1oc2ccccc2c1N,-5,0,6,104,0.2,1,-4,1,-5,-4
CCOc1ccc(/C=C/C(=O)N(C)CC(=O)Nc2cccc(F)c2)cc1OCC,16,-7,-5,105,-1.5,0,-5,-3,9,-7
COc1ccc(-c2cc(-c3ccc(C)cc3)n[nH]2)c(O)c1,-3,-4,-15,89,0.8,-5,-2,-6,3,-16
NC(Cc1ccc(C(F)(F)F)cc1)c1csc(Nc2ccc(C(=O)NCCCO)cn2)n1 (configuration not stated),-2,0,11,99,3.5,3,?,15,9,-8
CC(=O)c1c(C)[nH]c(C(=O)/C(C#N)=C/c2cccc(C)c2)c1C,-13,0,1,172,0.2,1,4,-1,2,-4
O=C(CSCc1c(Cl)cccc1Cl)Nc1nccs1,-3,-2,-1,93,0.0,-1,-4,2,2,-4
Cc1ccc(C(=O)c2coc3ccc(O)c(Cl)c23)cc1,-1,-1,2,102,0.1,-3,-4,2,-4,-6
O=C(COc1ccccc1F)NNC(=O)c1ccc(F)c(S(=O)(=O)N2CCOCC2)c1,12,0,0,104,-1.8,0,-3,1,6,-9
CCc1ccc(-c2csc(NC(=O)Oc3ccccc3)n2)cc1,-18,-3,-13,104,1.1,3,1,5,1,-5
Cc1noc(C)c1S(=O)(=O)Nc1ccc2c(c1)C(=O)N([C@H](C)CO)C[C@H](C)[C@@H](CN(C)C(=O)Nc1ccccc1)O2,4,-1,6,97,-1.1,2,-13,8,1,-4
Cc1cccc(NC2(C(F)(F)F)N=C(c3ccccc3)NC2=O)n1 (configuration not stated),-2,-1,4,93,-1.2,0,0,4,6,-7

The list goes on.
SMILES,Exocytosis inh,m5-HT2A agonist,ABHD5 PLIN5 PPI,ABCB6 inh 2,MC4R barr agon,N-glyco inh,PDI inh,Cardio protect,MC4R antag cAMP,CaV13 ICDI inh
CN(C(=O)CSc1nnnn1C)C1(C#N)CCCCC1,-1,0,1,100,0.4,2,-2,4,13,-5
Cc1ccc(NS(=O)(=O)c2cc(NC(=O)c3ccc4c(c3)NC(=O)CS4)ccc2C)c(C)c1,11,3,-5,97,0.2,-10,-1,-4,12,-3
COc1ccc(NC(=O)C2CCCN(S(=O)(=O)c3cccc4nonc34)C2)cc1OC (configuration not stated),-2,1,13,103,-0.4,0,18,-5,5,-23
O=C(C[C@H]1CC[C@H]2[C@@H](COC[C@H](O)CN2C(=O)c2ccccn2)O1)N1CCN(c2ccccc2)CC1,-6,-3,-6,.,.,.,.,.,.,-18
COc1ccc(C2CC(=O)c3cnc(NC(=O)c4ccccc4)nc3C2)cc1OC (configuration not stated),0,-2,3,94,-0.2,2,9,0,16,-5
Cc1cc(C)cc(OCC(=O)N/N=C/c2ccccn2)c1,2,4,3,90,-3.3,1,-8,21,17,-3
COc1ccc(C(CC(=O)O)NC(=O)c2ccco2)cc1OC (configuration not stated),-1,0,-4,97,-1.6,1,-3,5,3,-6
CN(C)c1ccc(NC(=O)Oc2ccccc2)cc1,0,-6,-3,97,-1.0,5,7,-5,0,0
